Screens deposited in PubChem by several laboratories.
KCNQ1 block – inhibitors of human KCNQ1 channel, primary screen, cell-based, thallium flux, high-throughput | Potassium voltage-gated channel subfamily KQT member 1 (Homo sapiens), P51787 | CHO-K1 KCNQ1, FluxOR thallium flux fluorescence; stronger effect = higher value | B-score at 10 µM | actives 1.3% (n = 310,000) | AID 2642, 2010;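 active = compounds whose thallium flux B-score, printed positive for inhibition, exceeds three library SD while starting fluorescence stays within three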;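 also: channel opened by potassium depolarization with thallium stimulus after 20 min compound exposure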
HDAC3 inhib – HDAC3 deacetylase inhibitors, primary screen, biochemical, fluorescence, cell-free homogeneous. inhibition, % at 8.3 µM. actives 0.15% (n = 320,000). recombinant HDAC3, fluorogenic peptide/trypsin coupled. Histone deacetylase 3 (Homo sapiens), O15379; in the data active = inhibition above about 26%, passing the limit was not always enough
RGS4 act – RGS4 potentiators or activators, primary screen, cell-based, HEK293 M3R inducible RGS4, calcium flux | carbachol calcium flux Fluo4; stronger effect = lower value | B-score at 10 µM | actives 0.92% (n = 310,000);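 active = B-score of the integrated calcium signal more than 4 SD below the library mean, with starting fluorescence not abnormally high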;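 also: negative B-score means reduced calcium response which marks RGS4 activation or potentiation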
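System: HEK293 FlpIn-TREx cells, stable M3R, doxycycline-inducible RGS4. Timing: overnight RGS4 induction, 30 min dye load 37 °C, 20 min compound RT. Also added: carbachol, ECmax concentration. Measured by: Fluo4 fluorescence kinetic imaging of calcium. Evaluation: integrated calcium ratio converted to B score.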
PolyA inh – polyadenylation inhibitors in yeast reporter cells, primary screen, luminescence, S. cerevisiae; S. cerevisiae SKY197-pL101 polyadenylation reporter, beta-gal luminescence; efflux-impaired pdr1/pdr3 knockout yeast; score 100 = 6 SD above DMSO; calls only at 12 µM; actives 0.02% (n = 300,000); AID 1875, 2009;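 active = lowest replicate activity score at least 50, where 100 means six control SD above control mean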;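 also: yeast exposed to compound for 9 h at 30 °C; higher score means more reporter readthrough which indicates perturbed polyadenylation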
KCNK9 block – KCNK9 potassium channel inhibitors, primary screen, HEK293 cells, thallium flux | FluxOR thallium flux fluorescence; stronger effect = lower value | Potassium channel subfamily K member 9 (Homo sapiens), Q9NPC2 | B-score at 10 µM | actives 1.2% (n = 310,000);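 active = ratio B-score over 3 SD below the library mean, with starting fluorescence within 5 SD of its mean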;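 also: negative B-score means less thallium flux so channel inhibition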
Target sequence (Q9NPC2 whole entry, looked up): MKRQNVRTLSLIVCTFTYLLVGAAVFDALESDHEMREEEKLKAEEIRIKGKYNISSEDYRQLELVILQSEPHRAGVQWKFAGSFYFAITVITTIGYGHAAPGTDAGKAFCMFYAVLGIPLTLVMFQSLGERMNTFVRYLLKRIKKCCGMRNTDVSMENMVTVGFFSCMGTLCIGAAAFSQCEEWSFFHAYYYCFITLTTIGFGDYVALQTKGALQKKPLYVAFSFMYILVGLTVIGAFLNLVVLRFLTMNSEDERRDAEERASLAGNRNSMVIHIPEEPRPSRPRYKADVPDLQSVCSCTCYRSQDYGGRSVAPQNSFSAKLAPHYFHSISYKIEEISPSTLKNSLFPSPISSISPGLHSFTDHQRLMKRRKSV
KCNQ1 pot – potentiators or activators of KCNQ1 channel, primary screen, cell-based, thallium flux, high-throughput | CHO-K1 KCNQ1, thallium flux FluxOR fluorescence; stronger effect = higher value | B-score at 10 µM | actives 0.35% (n = 310,000) | AID 2648, 2010;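 active = fluorescence ratio B-score, a plate-corrected score, at least three library SD, with initial intensity B-score within 5 SD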
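System: CHO-K1 cells stably expressing KCNQ1 / Medium: assay buffer for compound exposure, DMSO matched across wells / Reagent: thallium- and potassium-containing depolarizing buffer / Compound: one concentration, matched DMSO / Incubation: 20 min compound pretreatment at room temperature / Measured by: kinetic FluxOR fluorescence, 10 s baseline plus 110 s post-stimulus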
KCNK3 block – human KCNK3 channel inhibitors, primary screen, CHO cells, FluxOR thallium flux, B-score; Potassium channel subfamily K member 3 (Homo sapiens), O14649; FluxOR fluorescence; stronger effect = lower value; B-score at 10 µM; actives 0.84% (n = 340,000); AID 602410, 2012;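 active = B-score under library mean minus 4 SD, starting fluorescence ratio at most library mean plus 5 SD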;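 also: more negative B-score means stronger inhibition of thallium flux through KCNK3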
GSK3 alpha inh – blockers of GSK3A enzyme activity – biochemical, luminescence, cell-free homogeneous, HTS, primary screen; inhibition, % at 10 µM; Glycogen synthase kinase-3 alpha (Homo sapiens), P49840; actives 0.1% (n = 320,000); GSK-3 alpha kinase, ADP-Glo luminescence, 60 min;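 in the data active = inhibition above about 50%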;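 also: GST-tagged GSK-3 alpha with peptide substrate and 25 µM ATP; 0% = DMSO neutral wells and 100% = GW8510 positive control wells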
Target sequence (P49840 whole entry, looked up): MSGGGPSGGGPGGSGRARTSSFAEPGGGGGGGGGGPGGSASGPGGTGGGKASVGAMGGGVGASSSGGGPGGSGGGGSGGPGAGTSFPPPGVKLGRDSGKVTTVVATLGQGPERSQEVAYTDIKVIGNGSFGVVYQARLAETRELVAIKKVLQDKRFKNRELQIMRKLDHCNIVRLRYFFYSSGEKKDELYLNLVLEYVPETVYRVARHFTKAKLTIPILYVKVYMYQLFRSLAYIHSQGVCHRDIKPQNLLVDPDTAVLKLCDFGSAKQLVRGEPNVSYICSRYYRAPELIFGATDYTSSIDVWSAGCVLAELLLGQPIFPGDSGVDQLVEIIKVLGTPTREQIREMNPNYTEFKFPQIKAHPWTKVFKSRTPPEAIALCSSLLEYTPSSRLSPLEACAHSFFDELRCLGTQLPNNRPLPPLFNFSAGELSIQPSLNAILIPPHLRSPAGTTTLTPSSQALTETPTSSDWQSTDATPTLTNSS
Dyrk1A ADPGlo – rat Dyrk1A kinase inhibitors, primary screen, biochemical, single point, plate reader; actives 0.43% (n = 310,000); Dual specificity tyrosine-phosphorylation-regulated kinase 1A (Rattus norvegicus), Q63470; ADP-Glo luminescence, NFATc1 peptide; inhibition, % at 12.5 µM; AID 504441, 2011; in the data active = inhibition above about 50%;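 also: plate controls were vehicle with enzyme for no effect and no enzyme for full effect; many of its hits are not listed in these tables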
hERG rescue – hERG rescue from dofetilide block, primary screen, cell-based, CHO-hERG, FluxOR thallium flux, dofetilide IC70. Voltage-gated inwardly rectifying potassium channel KCNH2 (Homo sapiens), Q12809. dofetilide IC70 present. activation (rescue from dofetilide block), less the hit threshold, % at 10 µM. actives 0.51% (n = 310,000);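 active = activation above the mean of controls blocked by dofetilide plus 5 SD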;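 also: thallium influx through hERG after potassium depolarization seen as dye fluorescence rise; in these data hits start at about 4.7%; inactives centre near -7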
GSK3B inh – human GSK3beta kinase inhibitors, primary screen, biochemical, cell-free homogeneous, HTS; Glycogen synthase kinase-3 beta (Homo sapiens), P49841; GST-GSK3beta kinase, ADP-Glo luminescence, 60 min; stronger effect = lower value; activity score (negative = inhibition), % at 10 µM; actives 0.038% (n = 300,000);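 active = more than half of replicate wells score below -50%, meaning over 50% inhibition versus plate controls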;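 also: 0% = median DMSO wells and -100% = median GW8510 positive control wells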
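Test system: GST-tagged human GSK3beta kinase, cell-free; evaluation: activity score scaled between in-plate DMSO and GW8510 controls; measured by: ADP-Glo luminescence; incubation: 60 min reaction, RT; benchmarks: DMSO and 20 µM GW8510; reagent: peptide substrate plus 25 µM ATP (final); medium: Tris/MgCl2 kinase buffer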
The depositor's hits bear a star; i = inactive; · = not tested or not shown. An excerpt, so the mix of outcomes need not match the whole.

Preview, five compounds:
# | Compound | KCNQ1 block | HDAC3 inhib | RGS4 act | PolyA inh | KCNK9 block | KCNQ1 pot | KCNK3 block | GSK3 alpha inh | Dyrk1A ADPGlo | hERG rescue | GSK3B inh
1 | O=C(CCC1CCCN(C(=O)COc2ccccc2)C1)N1CCN(c2ccccn2)CC1 (centres undefined) | i | 2 | i | i | i | i | i | 0 | 1 | -10 | 2
2 | O=C(Nc1nc(-c2ccccc2)cs1)NC1CCCCC1 | i | 4 | i | i | i | i | i | 0 | 4 | -11 | 3
3 | Cc1ccc(CN2CCNC(=O)C2CC(=O)NC2CCCCCC2)o1 (centres undefined) | i | 3 | i | i | i | i | i | 1 | -4 | -8 | -2
4 | COc1ccc(CCNC(=O)CSc2nncs2)cc1 | i | -1 | i | i | i | i | i | -2 | -2 | -7 | 5
5 | CN(C)c1ccc(NC(=S)NCC2CCCO2)cc1 (centres undefined) | i | -2 | i | i | i | i | i | 1 | -3 | -8 | 0

Results, from the first entry:
# | Compound | KCNQ1 block | HDAC3 inhib | RGS4 act | PolyA inh | KCNK9 block | KCNQ1 pot | KCNK3 block | GSK3 alpha inh | Dyrk1A ADPGlo | hERG rescue | GSK3B inh
1 | O=C(CCC1CCCN(C(=O)COc2ccccc2)C1)N1CCN(c2ccccn2)CC1 (centres undefined) | i | 2 | i | i | i | i | i | 0 | 1 | -10 | 2
2 | O=C(Nc1nc(-c2ccccc2)cs1)NC1CCCCC1 | i | 4 | i | i | i | i | i | 0 | 4 | -11 | 3
3 | Cc1ccc(CN2CCNC(=O)C2CC(=O)NC2CCCCCC2)o1 (centres undefined) | i | 3 | i | i | i | i | i | 1 | -4 | -8 | -2
4 | COc1ccc(CCNC(=O)CSc2nncs2)cc1 | i | -1 | i | i | i | i | i | -2 | -2 | -7 | 5
5 | CN(C)c1ccc(NC(=S)NCC2CCCO2)cc1 (centres undefined) | i | -2 | i | i | i | i | i | 1 | -3 | -8 | 0
6 | CCOc1ccc2ccccc2c1C(=O)N1CCOCC1 | i | 9 | i | i | i | i | i | -1 | 0 | -5 | -12
7 | Cc1cc(C)n2nc(C(=O)OCC(=O)N3CCC3)nc2n1 | i | 13 | i | i | i | i | i | -1 | 3 | 5.3* | 1
8 | COC(=O)c1c(Cc2ccccc2Cl)c[nH]c1C | i | 6 | i | i | i | i | i | 1 | 2 | -7 | 3
9 | COc1cc(CC(=O)N2CCc3ccccc32)cc(OC)c1OC | i | -17 | i | i | i | i | i | -2 | 7 | -9 | 2
10 | COc1cc(/C=N/NC(=O)c2sc3ccccc3c2Cl)ccc1OC(=O)c1ccc([N+](=O)[O-])cc1 | i | 0 | i | i | i | i | i | 2 | 2 | -11 | 0
11 | O=C(NNC(=O)C1CC(c2cccnc2)=NO1)Nc1cccc(F)c1 (centres undefined) | i | 2 | i | i | i | i | i | 0 | 1 | -1 | 2
12 | C/C(CC(=O)NC1C2CC3CC(C2)CC1C3)=N\NC(=O)Cc1cccs1 (centres undefined) | i | -2 | i | i | i | i | i | -1 | · | -1 | 2
13 | CC(=O)c1c(C)n([O-])c2cc(F)c(F)cc2[n+]1=O | i | 2 | i | i | i | i | i | -4 | 1 | -10 | -2
14 | O=C(N/N=C/c1ccc(F)cc1)c1ccccc1 | i | 9 | i | i | i | i | i | 0 | · | -5 | 3
15 | COc1ccc(CNC(=O)CN(C(=O)c2csnn2)c2ccc(C(C)=O)cc2)cc1 | i | 8 | i | i | i | i | i | -1 | -4 | -3 | -2
16 | Cc1cccc(-n2cnc3c(c2=O)c2nc4ccccc4nc2n3Cc2ccco2)c1 | i | 1 | i | i | i | i | i | -1 | -5 | -10 | -2
17 | O=C1CCCc2c1cc(-c1ccccc1)n2-c1ccccc1 | i | -4 | i | i | i | i | i | 8 | 7 | -6 | -3
18 | CCCCN=C1SC(C(=O)Nc2sc3c(c2C(=O)OC)CCC3)C(N)=C1C(=O)N1CCOCC1 (centres undefined) | i | 18 | i | i | i | i | i | -3 | 2 | -11 | 3
19 | O=C(CCc1nnc(CCCCc2ccccc2)o1)NCCN1CCCCC1=O | i | -8 | i | i | i | i | i | -3 | 14 | -17 | 2
20 | COc1ccc(N2CCN(C(=O)C3CCCN(S(=O)(=O)c4ccc(C)cc4)C3)CC2)cc1 (centres undefined) | i | -1 | i | i | i | i | i | -1 | -2 | -11 | 3
21 | CCOc1ccccc1N(CC(=O)Nc1ccc(S(=O)(=O)N2CCCC2)cc1)S(C)(=O)=O | i | -6 | i | i | i | i | i | -1 | -6 | -11 | 1
22 | O=C1CC2(CCCCCC2)Oc2ccc(Cl)cc21 | i | -2 | i | i | i | i | i | -2 | -1 | -1 | -1
23 | CCC1Sc2ccc(S(=O)(=O)CCC(=O)Nc3cc(C)ccn3)cc2NC1=O (centres undefined) | i | 8 | i | i | i | i | i | 7 | · | -11 | -6
24 | NC(=O)C(c1ccc(Br)cc1)c1ccc(C(=O)c2ccccc2)cc1 (centres undefined) | i | 14 | i | i | i | i | i | -1 | · | -7 | -1
25 | O=C1COc2ccc(C(=O)COC(=O)CCSc3ccc(Cl)cc3)cc2N1 | i | -1 | i | i | i | i | i | -3 | -5 | -6 | -3
26 | Cc1cccc(C)c1NC(=S)NC(C)CCc1ccccc1 (centres undefined) | i | 8 | i | i | i | i | i | 0 | 15 | -9 | 1
27 | CC(C)N(C(C)C)S(=O)(=O)c1ccc(NN)nc1 | i | · | i | i | i | i | i | -3 | 0 | -5 | 10
28 | COc1ccc(CCNC(=O)c2ccc(N3CCCCS3(=O)=O)cc2)cc1OC | i | 3 | i | i | i | i | i | 1 | 5 | -7 | -3
29 | CC1=Nn2c(nnc2-c2n[nH]c3c2CCC3)SC1 | i | -4 | i | i | i | i | i | 2 | 4 | -4 | 2
30 | COc1cc(CC(NC(C)=O)C(=O)NC2CCN(c3nc(OC)nc(OC)n3)CC2)cc(OC)c1 (centres undefined) | i | -3 | i | i | i | i | i | -2 | -12 | -13 | 1
31 | CCOC(=O)C1CCN(c2c(NCCCN3CCN(Cc4ccccc4)CC3)c(=O)c2=O)CC1 | i | 3 | i | i | i | i | i | -4 | 3 | -9 | 2
32 | O=C(NCc1ccc2c(c1)OCO2)C1CCC(CNS(=O)(=O)c2cccc3nsnc23)CC1 (centres undefined) | i | -1 | i | i | i | i | i | 0 | -1 | -12 | 2
33 | C=CCc1ccccc1OCC(O)CN1CCN(c2ccc(OC)cc2)CC1 (centres undefined) | i | 3 | i | i | i | i | i | -2 | 0 | -11 | 5
34 | COc1cc(Nc2ccc(S(=O)(=O)N3CCN(C)CC3)cc2[N+](=O)[O-])cc(OC)c1 | i | 2 | i | i | i | i | i | -1 | -8 | -10 | -3
35 | COc1ccc(S(=O)(=O)Nc2ccccc2C(F)(F)F)cc1 | i | -1 | i | i | i | i | i | -1 | -1 | -6 | 3
36 | CCCCCCSc1nc2c(c(=O)[nH]c(=O)n2C)n1C | i | -2 | i | i | i | i | i | -1 | -2 | -3 | -1
37 | COc1cccc(-c2cc(C(F)(F)F)n3nc(C(=O)Nc4c(C)n(C)n(-c5ccccc5)c4=O)cc3n2)c1 | i | 5 | i | i | i | i | i | 0 | -17 | -22 | -6
38 | CN(C)CCCN(C(=O)c1ccc2c(c1)CCCC2)c1nc2ccc(Cl)cc2s1 | i | 5 | i | i | i | i | i | 1 | -1 | -22 | -1
39 | CCOC(=O)c1ccc(NC(=O)c2nc[nH]c2C(=O)N[C@@H](CCCCNC(=O)OC(C)(C)C)C(=O)OC(C)(C)C)cc1 | i | -13 | i | i | i | i | i | -2 | 2 | -3 | 1
40 | COc1ccc(NC(=O)c2cc3n(n2)C(C(F)(F)F)CC(c2ccco2)N3)cc1 (centres undefined) | i | 6 | i | i | i | i | i | · | 2 | -2 | 1
41 | N#CCCN(C(=O)Nc1ccc(Cl)cc1)c1ccccc1 | i | 12 | i | i | i | i | i | 1 | 0 | -8 | -3
42 | Cc1ccccc1N1CC(C(=O)Nc2nnc(SCc3ccccn3)s2)CC1=O (centres undefined) | i | -7 | i | i | i | i | i | 1 | -4 | -10 | 1
43 | Cc1sc2ncnc(SC(C)C#N)c2c1C (centres undefined) | i | -2 | i | i | i | i | i | 7 | -2 | -1 | 3
44 | CCOC(=O)C1=C(C)N(C)C(=S)NC1c1c(OCC)ccc2ccccc12 (centres undefined) | i | 2 | i | i | i | i | i | -2 | · | -10 | ·
45 | COC(=O)C1=C(O)/C(=C/c2ccc(OCC(=O)Nc3ccccc3)cc2)N=C1C | i | 3 | i | i | i | i | i | 2 | -5 | -16 | 0
46 | COc1ccc(CC(NC(C)=O)C(=O)NC2CCN(c3nc(C)cc(C)c3C#N)CC2)cc1 (centres undefined) | i | -9 | i | i | i | i | i | 3 | -1 | -8 | -3
47 | CCOC(=O)Cc1nn(Cc2ccc(Cl)cc2)c(=O)c2ccccc12 | i | -4 | i | i | i | i | i | -4 | -7 | -4 | -1
48 | CC(C)c1ccc(/C=C/C(=O)n2nnc3ccccc32)cc1 | i | 4 | i | i | i | i | i | · | 6 | -16 | 0
